Screening data from PubChem.
AID inh – blocks human AID cytidine deaminase activity; actives 0.32% (n = 91,000); Potency, µM (top dose mostly 115 µM), for the others: at the top dose activity change, negative = inhibition, actives largely listed as inhibitors; AID deamination FRET fluorescence, UDG-coupled, 4 h; note: nearly all actives have a fitted effect of over 25% in size
Target sequence (Q9GZX7 whole entry, looked up): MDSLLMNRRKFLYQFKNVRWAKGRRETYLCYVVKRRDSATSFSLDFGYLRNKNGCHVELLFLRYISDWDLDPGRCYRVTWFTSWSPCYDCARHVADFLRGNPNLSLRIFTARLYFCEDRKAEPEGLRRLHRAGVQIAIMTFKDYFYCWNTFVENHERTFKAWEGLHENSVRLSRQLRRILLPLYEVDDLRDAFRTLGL
UDG counter – blocks uracil-DNA glycosylase in AID counter-screen; Potency, µM (top dose mostly 115 µM), without a hit: top-dose activity change, negative = inhibition, most hits filed as inhibitors; actives 0.14% (n = 91,000); FRET deamination/UDG coupled assay, UDG read, 4 h; AID 1347430; note: nearly all actives have a fitted effect of over 65% in size
An asterisk follows results filed as active; ? = inconclusive; [ ] = remark or other dose. Calls come from the whole dose curve; as a rule, active = well fitted curve in the direction sought with a large enough effect; inconclusive = small, poorly fitted or top-dose-only effect, or another doubt; inactive = no such curve, though single readings can be large; an effect the other way counts as inactive or inconclusive. % is set by controls: 0 for no effect and ±100 for the full control effect; potency is the fitted concentration of half-maximal effect. This is a subset; count on the stated rates, not on these rows.

Preview, two compounds:
SMILES	AID inh	UDG counter
Cc1ccccc1CN1C(=O)c2ccccc2S(=O)c2ccc(C(=O)NCc3ccc(Cl)cc3)cc21 (stereo not drawn)	-15%	-2%
CN(Cc1ccccc1)C(=O)c1ccc2c(c1)N(Cc1ccccc1F)C(=O)c1ccccc1S2(=O)=O	-15%	-21%

Results, from the start:
SMILES	AID inh	UDG counter
Cc1ccccc1CN1C(=O)c2ccccc2S(=O)c2ccc(C(=O)NCc3ccc(Cl)cc3)cc21 (stereo not drawn)	-15%	-2%
CN(Cc1ccccc1)C(=O)c1ccc2c(c1)N(Cc1ccccc1F)C(=O)c1ccccc1S2(=O)=O	-15%	-21%
CC(C)Oc1ccc(Br)cc1/C=C/C(=O)O	-7%	8%
Cc1ccc(NC(=O)Nc2ccc3c(c2)N(C)C(=O)c2ccccc2S3)c(C)c1	-3%	-13%[57.5 µM]
O=C(O)CSCc1ccc(Cl)cc1Cl	1%	-2%
O=C(Oc1ccccc1)c1cc2ccccc2oc1=O	-8%	9%
CCNC(=O)NC1=C(C#N)C(C)(C)Cc2ccccc21	-3%	-17%
CCOC(=O)c1c(N)n(-c2ccc(CC)cc2)c2nc3ccccc3nc12	118%[activator]	5%
O=C1CC(c2ccc3c(c2)OCO3)c2c(c3ccccc3[nH]c2=O)O1 (stereo not drawn)	0%	-1%
COc1ccc(-c2nn3c(C(C)C)nnc3s2)cc1OC	-8%	0%
Cc1ccc(CCNC(=O)c2cc(Nc3ccc(C)c(C)c3)nc3ccccc23)cc1	-19%	-20%[57.5 µM]
Cc1cccc(C(=O)NCc2nc(C)cs2)n1	7%	7%
Cc1ccccc1NC(=O)c1c(NC(=O)c2ccco2)sc2c1CCC(C(C)(C)C)C2 (stereo not drawn)	-15%	0%
COc1ccc(S(=O)(=O)Nc2cc(-c3cn4cccc(C)c4n3)ccc2C)cc1C	?	?
CC1CCc2c(sc3nnn(Cc4ccccc4Cl)c(=O)c23)C1 (stereo not drawn)	-6%	2%
O=C(NC1CC2CC1C1CCCC21)c1ccccc1C(F)(F)F (stereo not drawn)	-4%	-7%
COc1ccc(-c2cc(C(=O)NCCCOC(C)C)c3cc(Br)ccc3n2)cc1	4%	6%
CCn1cc2nc(SCc3ccccc3Cl)n(Cc3ccc(OC)cc3)c(=O)c2n1	-14%	0%
C/C(Cl)=C/C[N+](C)(C/C=C(\C)Cl)Cc1ccccc1 (stereo not drawn)	-9%	-6%
CCOC(=O)C1CCCN(C(=O)c2nn(-c3ccc(OC)cc3)c(=O)c3c2c2ccccc2n3C)C1 (stereo not drawn)	-11%	14%
CCN(C(=O)c1cn(-c2cccc(OC)c2)c(=O)c2ccccc12)c1ccccc1C	-25%	0%
O=S(=O)(c1ccccc1)c1nc(-c2ccc(F)cc2)oc1NCc1ccccc1	?	-10%
Cc1cc(Cl)ccc1S(=O)(=O)Nc1cccc(NC(N)=O)c1	-1%	5%
O=C(NCc1ccccc1)C(=O)NCC(c1cccs1)S(=O)(=O)c1cccs1 (stereo not drawn)	3%	15%
CCN(CC)C(=O)COc1ccc(-c2nnc(Nc3ccc(OC)c(C(=O)NC)c3)c3ccccc23)cc1	?	?
CCOc1ccc(CCNC(=O)CN2C(=O)COc3ccc(S(=O)(=O)N4CCC(C)CC4)cc32)cc1	-14%	2%
O=C(NCc1nc(-c2cccs2)no1)c1ccc(Oc2cccnc2)cc1	-3%	-7%
COc1cccc(C2CC(=O)Oc3c2c(=O)n(C)c2ccccc32)c1 (stereo not drawn)	-11%	3%
CCn1ccc2cc(S(=O)(=O)N3CCC(C(=O)NCCc4ccc(C)cc4)CC3)ccc21	0%	0%
COc1ccccc1OCCn1cc(C(C)=O)c2ccccc21	-8%	-9%
N#Cc1ccc(Oc2cccc(-c3cnc4ccccc4n3)c2)cc1C#N	?	-8%
Cc1ccc(CN2CCSc3ccc(C(=O)NCCc4ccccc4)cc32)cc1	15%	7%
CCOc1ccc(CCNC(=O)c2cn(C)c3ccc(S(=O)(=O)N4CCCCCC4)cc3c2=O)cc1OCC	-29%[57.5 µM]	-8%[57.5 µM]
Cc1cc(C)nc(NC(=O)c2csc3ccccc23)n1	-6%	-4%
Cc1cccc(NC(=O)N2CCC(CN3CCc4ccccc4C3)CC2)c1C	8%	-8%
CC(C)CCNC(=O)c1ccc2c(c1)NC(=O)C(CS(=O)(=O)Cc1cccc(Br)c1)N2 (stereo not drawn)	157%[activator]	35%[activator]
COc1cccc(CNC(=O)CSc2nc(=O)[nH]c3c2CCC3)c1	8%	9%
Cc1cccc(NC(=O)Cn2nc(N3CCN(c4ccccc4)CC3)ccc2=O)c1C	-17%	-11%[57.5 µM]
Oc1ccc(-c2nc(-c3cc(F)ccc3F)cs2)cc1	1%	-6%
CSc1ncc(C(=O)N2CCN(c3ccc(Cl)cc3)CC2)c(C)n1	6%	-21%[57.5 µM]
COc1ccc(-c2nc(CN3CCC(C(=O)NCCCN4CCN(c5ccccc5F)CC4)CC3)c(C)o2)cc1OC	-6%	5%
Cc1c(C(=O)c2ccccc2)oc2ccc(F)cc12	-27%	-15%
COC(=O)c1ccccc1NC(=O)COCc1cc(-c2cccs2)on1	-4%	0%
CCOc1ccccc1NC(=O)Nc1cc(C(=O)NCc2ccc(C)cc2)ccc1N1CCCC1	2%	-1%
Cc1nc2ccccc2nc1CN1C(=O)C2CCCN2C1=O (stereo not drawn)	10%	3%

3 entries already listed, sorted by molar mass, rising:
SMILES	AID inh	UDG counter
CC1CCc2c(sc3nnn(Cc4ccccc4Cl)c(=O)c23)C1 (stereo not drawn)	-6%	2%
CSc1ncc(C(=O)N2CCN(c3ccc(Cl)cc3)CC2)c(C)n1	6%	-21%[57.5 µM]
CCn1ccc2cc(S(=O)(=O)N3CCC(C(=O)NCCc4ccc(C)cc4)CC3)ccc21	0%	0%

(next part)
SMILES	AID inh	UDG counter
Cc1cc(C)cc(-n2ccnc2SCC(=O)Nc2cccc3ccccc23)c1	?	-23%
CCCCNC(=S)NN=C1CCCCCC1	-12%	0%
Cc1ccc(-c2nc(CC(=O)NC3CCN(Cc4ccccc4)CC3)cs2)cc1	-12%	-8%
CC(=O)N/N=C/c1cc(Cl)ccc1OCCCOc1ccccc1C	-10%	-4%
Cc1cc(C)cc(C(=O)C(C#N)C(=O)NC2CCCCC2)c1 (stereo not drawn)	-8%	-2%
CCCc1nc2c(-c3ccc(F)cc3)c(C)[nH]n2c(=O)c1Cl	-19%	5%
O=C(NCCc1ccccc1)c1ccc2c(c1)N(Cc1ccccc1)C(=O)c1ccccc1S2=O (stereo not drawn)	-5%	-16%
Cc1cc(C)c2c(=O)cc(C(=O)Nc3nnc(CC(C)C)s3)oc2c1	6%	4%
CCCN(CC(=O)N(C)Cc1ccsc1)Cc1ccccc1	-2%	-1%
COc1cc(C(=O)OCC2C(COC(=O)c3cc(OC)c(OC)c(OC)c3)C2(Cl)Cl)cc(OC)c1OC (stereo not drawn)	9%	-6%
CN(C(=O)Cn1cc(S(=O)(=O)N2CCN(c3ccccc3F)CC2)c2ccccc2c1=O)c1ccc(Cl)cc1	?	-13%
CCCCOc1ccccc1C(=O)Nc1onc2c1CCCC2	-11%	9%
CCOCCCNC(=S)NC1CCCC1	-3%	-7%
Cc1ccc(C(=O)/C=C/c2ccc(-c3ccc(C)c(Cl)c3)o2)cc1	-2%	-12%
CC(Sc1nnc2ccccn12)C(=O)c1ccc(Br)cc1 (stereo not drawn)	-3%	7%

One compound at a time, from the list above. Screens in order: AID inh	UDG counter
Cc1ccc(C(=O)/C=C/c2ccc(-c3ccc(C)c(Cl)c3)o2)cc1 is entered as -2%	-12%
CCCN(CC(=O)N(C)Cc1ccsc1)Cc1ccccc1 is entered as -2%	-1%

New compounds follow.
SMILES	AID inh	UDG counter
O=C(OCc1cc(=O)n2nc(-c3cccs3)sc2n1)c1ccccc1	62%[activator]	-10%
CC(=O)Nc1ccc(NC(=O)C2CCN(c3cnccn3)CC2)cc1	-20%	0%
CCn1c(=O)c(=O)[nH]c2cc(C(=O)N3CCC4(CC3)OCCO4)ccc21	78%[activator]	-1%
Cc1cccc(Cn2c(NCCCn3ccnc3)nc3c2c(=O)[nH]c(=O)n3C)c1	-4%	-13%
O=C(OCc1ccc([N+](=O)[O-])cc1)C1(c2cccc(F)c2)CCCC1	-8%	6%
COc1ccccc1N1CCN(C(=O)c2sc3nc4n(c(=O)c3c2C)CCC4)CC1	-2%	13%
Cc1nc2n(c(=O)c1C)CN(CCN1CCOCC1)CN2c1cccc(C(F)(F)F)c1	5%	9%
COc1ccc(C)cc1N(C)C(=O)c1sc2nc3n(c(=O)c2c1C)CCCCC3	?	-22%
CCc1ccc(C2CC(=O)Nc3cc4c(cc32)OCO4)cc1 (stereo not drawn)	?	-6%
CC(C)CNc1cc(NC2CCCCC2)c2c3c(onc13)-c1ccccc1C2=O	83%[activator]	43%[activator]
CCCCCCCCCCCCNC(=O)c1cccs1	-3%	-1%
Cc1ccc(NC(=O)CSc2cn(CC(=O)N3CCCCCC3)c3ccccc23)cc1	11%	2%
C/C=C/Cn1c(SCC(=O)Nc2ccccc2)nc2c1c(=O)[nH]c(=O)n2C	-6%	8%
COc1ccc2c(CNc3ccccc3)cc(=O)oc2c1	-5%	0%
O=C(O)CSc1ccc(F)c(F)c1	-5%	-4%

Ordered by value in AID inh (falling): four of the compounds above
canonical_smiles	AID inh
Cc1nc2n(c(=O)c1C)CN(CCN1CCOCC1)CN2c1cccc(C(F)(F)F)c1	5%
CCCCCCCCCCCCNC(=O)c1cccs1	-3%
Cc1cccc(Cn2c(NCCCn3ccnc3)nc3c2c(=O)[nH]c(=O)n3C)c1	-4%
CC(=O)Nc1ccc(NC(=O)C2CCN(c3cnccn3)CC2)cc1	-20%

Additional results.
SMILES	AID inh	UDG counter
CCn1cc(C(=O)NCc2ccc(Cl)cc2)c(=O)c2cc(S(=O)(=O)N3CCc4ccccc4C3)ccc21	14%	-14%
O=C(Nc1ccc(F)cc1)Nc1nnc(SCC(=O)N2CCCCC2)s1	1%	-7%
O=C(NNC(=S)NCCc1ccccc1)c1ccccc1	-7%	-5%
CCCN(CC#N)CC(=O)NC(=O)Nc1ccccc1	-10%	-6%
COC(=O)c1ccc(CSc2nc3c(c(=O)[nH]2)CCC3)cc1	-2%	?
CCNc1nc(-c2cccs2)nc2ccccc12	-3%	7%
CC(C#N)Sc1ncc(-c2ccccc2)[nH]1 (stereo not drawn)	-5%	-2%
Cc1cc(Cl)ccc1NS(=O)(=O)c1cc2[nH]c(=O)c(=O)[nH]c2cc1C	?	-6%[57.5 µM]
CCSc1nnc(-c2nn(C)c3c2CN(S(=O)(=O)c2ccc4c(c2)CCC4)CC3)n1C	?	?
CCN(c1ccccc1)S(=O)(=O)c1ccc(NC(=O)c2nc(SC(C)C)ncc2Cl)cc1	-15%	?
O=C(Cc1ccc(Cl)cc1Cl)N1CCN(S(=O)(=O)N2CCCC2)CC1	-9%	-1%
Cc1ccc2c(C)nc(NC3=NC(C(=O)Nc4ccc(Br)cc4)CC(=O)N3)nc2c1 (stereo not drawn)	-12%	4%
O=C1CC(C(=O)Nc2ccccc2)n2nc(SCc3ccccc3)nc2N1 (stereo not drawn)	-10%	?
O=C1CCCC2=C1C(c1ccsc1)CC(=O)N2c1ccc(F)cc1 (stereo not drawn)	-4%	-6%
CCCC(=O)N1CCc2cc(OC)c(OC)cc2C1COc1ccc2c(C)cc(=O)oc2c1 (stereo not drawn)	-15%	-8%
COc1ccc(C2=CC(c3ccccc3Cl)n3nc(-c4ccc(Cl)cc4)nc3N2)cc1 (stereo not drawn)	?	-16%
CCCCCCOc1ccc(/C=C(/C#N)C(=O)c2ccccc2)cc1	?	-7%
N#CC1(NC(=O)Cc2ccc(C(F)(F)F)cc2)CCC1	-4%	-1%
CC(C)(C)OC(=O)N1CCC(c2c(C(=O)NCc3ccccn3)cnn2-c2ccccc2)CC1	0%	-6%
CC/C=C(/C)C(=O)Nc1ccc(SC)cc1	-7%	-9%
C=CCC1(Nc2c(CC)cccc2CC)CCCCC1	-2%	-8%
CC(OC(=O)CCNC(=O)OC(C)(C)C)C(=O)c1ccccc1 (stereo not drawn)	1%	-5%
Cc1ccccc1/C=C(/C#N)C(=O)c1sccc1C	-14%	1%
Cc1ccc(C)c(NS(=O)(=O)c2cc3c4c(c2)C(C)C(=O)N4CCC3)c1 (stereo not drawn)	6%	52%[activator]
Cc1ccc(-n2nc3c(N4CCC(C(=O)NCCc5ccccc5)CC4)nnc(C)c3c2C)cc1	2%	3%
CC1Cc2ccccc2N1S(=O)(=O)c1cccc(Br)c1 (stereo not drawn)	?	-4%
O=C(COC(=O)c1cc([N+](=O)[O-])ccc1Cl)c1cc2ccccc2o1	35%[activator]	-4%
Cc1ccc(CNC(=O)C2CCC(CNS(=O)(=O)c3ccc4c(c3)CCCC(=O)N4)CC2)cc1 (stereo not drawn)	2%	10%
NC(=O)c1cccc(Oc2ccc([N+](=O)[O-])c3cnccc23)c1	1%	8%
Cc1c(Cl)cccc1NC(=O)c1nn(Cc2ccccc2)c(=O)c2ccccc12	-5%	-4%
O=C(CC(c1cccc(F)c1)n1cccc1)Nc1ccc2c(c1)OCO2 (stereo not drawn)	-8%	-17%
CCOC(=O)C1CCN(c2nc3c(S(=O)(=O)c4ccccc4)nnn3c3ccsc23)CC1	?	-12%
CCc1cccc(CC)c1NC(=O)C(Sc1ccccc1)c1ccccc1 (stereo not drawn)	-5%	-3%
COc1ccc(-c2cnc(C)o2)cc1S(=O)(=O)Nc1ccc(F)cc1	?	-6%
CC(=O)N1CCCc2cc(S(=O)(=O)N3CCCC(C(=O)Nc4ccc(C)c(F)c4)C3)ccc21 (stereo not drawn)	-19%	-10%
COc1ccc(N2CCN(CCCNC(=O)c3cnn(-c4ccc(C)cc4)c3-n3cccc3)CC2)cc1	-1%	4%[57.5 µM]
